SMARCA2 act – SMARCA2 (BRM) function activators, primary screen, cell-based, luminescence, high throughput. AID 652017, 2013. MG213 cells, MMTV-luciferase reporter, dexamethasone, overnight. activation, % at 9.1 µM. hit rate 1% among 370,000; in the data active = activation above about 7.8%;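 note: 0% = vehicle wells and 100% = reference activator wells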
HTRA1 inhibitor – HTRA1 serine protease inhibitors, primary screen, biochemical, fluorescence polarization, HTS. hit rate 0.5% among 340,000. Q92743. inhibition, % at 5.96 µM. AID 504803, 2011. recombinant HTRA1, FP-rhodamine activity-based probe; in the data active = inhibition above about 36%;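 note: 0% = enzyme with DMSO and 100% = wells lacking enzyme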
PG9 binder – binders of HIV-1 gp120 antibody PG9, primary screen, biochemical, TR-FRET; HIV-1 gp120 / PG9 antibody interaction; TR-FRET gp120-PG9 antibody binding; inhibition, % at 6.7 µM; hit rate 0.43% among 360,000; AID 624416, 2012; in the data active = inhibition above about 8.5%
ASAP1 inh – inhibitors of human ASAP1 ArfGAP activity, primary screen, biochemical, fluorescence polarization | ASAP1-stimulated ARF1 GTP hydrolysis, GDP FP detection | inhibition, % at 16.5 µM | hit rate 0.19% among 360,000; in the data active = inhibition above about 25%;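 note: 0% = vehicle with enzyme and substrate and 100% = no enzyme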
NPR2 activator – human GC-B receptor activators, primary screen, HEK293 GC-B cells, cGMP TR-FRET, EC30 CNP; activation, % at 10 µM; hit rate 0.11% among 370,000; AID 1920062, 2024; 0% at EC30 CNP, 100% saturating CNP; Atrial natriuretic peptide receptor 2 (Homo sapiens), P20594;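 active = activation at 10 µM reaching about 35% in either raw or pattern-adjusted values, limit read from the data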
Target sequence (P20594 whole entry, looked up): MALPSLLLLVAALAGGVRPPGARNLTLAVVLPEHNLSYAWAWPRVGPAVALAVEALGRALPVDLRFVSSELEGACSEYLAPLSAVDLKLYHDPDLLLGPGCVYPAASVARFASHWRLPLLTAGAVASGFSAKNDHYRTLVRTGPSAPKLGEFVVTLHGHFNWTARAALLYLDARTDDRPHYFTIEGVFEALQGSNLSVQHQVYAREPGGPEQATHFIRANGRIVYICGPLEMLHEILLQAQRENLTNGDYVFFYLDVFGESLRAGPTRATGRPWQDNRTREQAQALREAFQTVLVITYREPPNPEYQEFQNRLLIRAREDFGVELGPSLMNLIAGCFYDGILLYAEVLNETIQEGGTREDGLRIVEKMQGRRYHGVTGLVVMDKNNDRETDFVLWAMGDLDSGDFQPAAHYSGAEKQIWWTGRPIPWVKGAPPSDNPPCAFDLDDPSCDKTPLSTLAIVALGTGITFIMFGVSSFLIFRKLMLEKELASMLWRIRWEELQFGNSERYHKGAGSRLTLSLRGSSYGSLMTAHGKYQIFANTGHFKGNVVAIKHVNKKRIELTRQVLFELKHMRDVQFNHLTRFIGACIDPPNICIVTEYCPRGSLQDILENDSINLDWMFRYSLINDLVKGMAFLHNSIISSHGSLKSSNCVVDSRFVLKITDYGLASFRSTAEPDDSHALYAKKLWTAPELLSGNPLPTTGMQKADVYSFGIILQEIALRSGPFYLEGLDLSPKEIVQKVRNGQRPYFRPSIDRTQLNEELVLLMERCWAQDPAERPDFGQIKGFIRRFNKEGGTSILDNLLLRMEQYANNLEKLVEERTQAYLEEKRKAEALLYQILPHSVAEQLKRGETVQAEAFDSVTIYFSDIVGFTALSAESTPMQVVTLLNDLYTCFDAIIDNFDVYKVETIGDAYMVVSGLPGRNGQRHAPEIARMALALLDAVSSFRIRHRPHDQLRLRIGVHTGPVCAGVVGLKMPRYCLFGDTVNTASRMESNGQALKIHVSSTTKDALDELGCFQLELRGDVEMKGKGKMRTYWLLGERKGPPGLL
rCAG RNA binder – binders of r(CAG) RNA repeats, primary screen, biochemical, fluorescence; r(CAG) RNA repeat, TO-PRO-1 dye displacement fluorescence; inhibition, % at 3 µM; hit rate 1.3% among 370,000; AID 651821, 2012;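 active = inhibition above the plate cutoff, the mean of all test compounds on that plate plus 3 SD, cut at about 35% in these data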;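 note: 0% = DMSO alone and 100% = 100 µM mitoxantrone as full dye displacement; higher means more dye released from RNA so lower well fluorescence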
Rev-erbA mod – modulators of Rev-erb alpha DNA binding, primary screen, biochemical, FITC-DNA, fluorescence polarization, uHTS; activity, % at 10 µM; Rev-erbα–FITC-DNA binding, 90 min; AID 1259318, 2017; hit rate 0.79% among 370,000; Nuclear receptor subfamily 1 group D member 1 (Homo sapiens), P20393;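 active = activity above about 14%, limit read from the data; passing the limit was not always enough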;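 note: 0% = DMSO wells with 35 nM protein and 100% = DMSO wells with 750 nM protein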
NPR1 activator – GC-A stimulated cGMP production enhancers – HEK293 GC-A cells, cGMP TR-FRET, EC30 ANP, primary screen. Atrial natriuretic peptide receptor 1 (Homo sapiens), P16066. 0% at EC30 ANP, 100% saturating ANP. activation, % at 10 µM. hit rate 0.14% among 370,000. AID 1671463, 2021; in the data active = activation above about 40%
mABHD4 FP – ABHD4 inhibitors, primary screen, biochemical, fluorescence polarization, mouse; purified mABHD4, FP-Rh probe fluorescence polarization; inhibition, % at 8.92 µM; hit rate 0.54% among 370,000; AID 720543, 2013;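 active = inhibition exceeding the mean over every tested compound plus 3 SD, cut at about 30% in these data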;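 note: 0% = plate median of compound wells and 100% = S159A mutant with DMSO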
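Assay system: Wild-type mouse ABHD4 protein | Medium: HEPES pH 7.0 buffer, 150 mM NaCl, 0.01% Pluronic F-127 | Incubation: Enzyme–compound pre-incubation 45 min, then probe 60 min, both 25 °C | Technique: Fluorescence polarization with parallel and perpendicular emission, 525/598 nm | Evaluation: % inhibition of FP-Rh probe binding versus controls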
ARFGAP1 inhibitor – inhibitors of rat ARFGAP1 GAP activity, primary screen, biochemical, fluorescence polarization, GDP tracer; ADP-ribosylation factor GTPase-activating protein 1 (Rattus norvegicus), Q62848; Arfgap1-stimulated ARF1 GTP hydrolysis, GDP FP detection; inhibition, % at 16.5 µM; hit rate 0.26% among 360,000; AID 651572, 2012;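 active = inhibition above a per-plate limit, mean inhibition of low control wells plus 3 SD, cut at about 25% in these data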;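 note: 0% = DMSO wells with enzyme and 100% = wells lacking Arfgap1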
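Material: rat Arfgap1 GAP domain (His6, aa 1-136), purified enzyme. Also added: human ARF1(Δ1-17)-GTP substrate. Compound dosing: 16.5 µM single point, 1.26% DMSO. Timing: enzyme reaction 120 min at 25 °C after 20 min preincubation. Signal: GDP detection by fluorescence polarization. Read-out basis: percent inhibition of GAP-stimulated GDP formation, scaled between DMSO and no-Arfgap1 medians.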
The depositor's hits bear a star; . = not tested or not shown.

SMILES	SMARCA2 act	HTRA1 inhibitor	PG9 binder	ASAP1 inh	NPR2 activator	rCAG RNA binder	Rev-erbA mod	NPR1 activator	mABHD4 FP	ARFGAP1 inhibitor
CCOC(=O)C1CCN(S(=O)(=O)c2ccc(Cl)s2)CC1	-1.3	-8.2	0.9	-0.6	-3.9	-4.2	0.0	0.9	-3.1	-1.6
CSCCC(NC(=O)c1ccc(C(C)(C)C)cc1)C(=O)OCC(=O)N1CCCC1=O (stereo unspecified)	2.0	-8.6	-1.1	-1.7	7.2	-3.5	-6.7	32.0	-9.6	-14.6
O=c1cc2n(c(=O)[nH]1)CCC1=C2CCCC1	-6.2	5.4	-2.1	1.4	0.8	3.1	-0.1	-3.2	1.7	-10.3
Cc1c(C(=O)O)sc2nc(SCC(=O)Nc3ccc(S(=O)(=O)NCCCC(=O)O)cc3)[nH]c(=O)c12	-2.3	7.7	0.2	-6.8	5.1	8.4	-5.4	4.2	3.9	-4.6
COC(=O)c1c(-c2ccc(Br)cc2)csc1NC(=O)Cc1ccc(OC)c(OC)c1	-0.1	-30.4	-0.1	10.0	3.5	6.9	-1.1	6.5	-8.1	6.6
CCN(CC)C(=O)Cc1ccccc1	2.3	-0.2	-1.0	0.4	-0.7	-0.6	-2.5	-0.6	2.0	-2.6
CC(C)CC(C(=O)OCC(=O)Nc1cccc(Cl)c1)N1C(=O)C2CC=CCC2C1=O (stereo unspecified)	-4.0	-21.8	-3.8	9.0	1.3	-0.7	6.4	-0.4	-19.0	9.5
CC(=O)c1sc(NC(=O)c2ccc(F)c(F)c2)nc1C	0.1	-0.8	-1.0	7.3	-5.2	1.8	0.9	-1.5	2.5	-1.6
COc1ccc(C=C(C#N)c2ccc(OC)cc2)cc1	4.2	-23.6	0.4	-2.4	-3.4	9.7	-6.2	-9.1	0.0	2.6
Cc1ccc2c(CC(=O)Nc3c(C)n(C)n(-c4ccccc4)c3=O)coc2c1	-3.4	-1.8	-0.6	1.1	-7.5	0.3	0.1	2.0	-2.0	10.2
CC(c1ccc(O)cc1)c1cn(C)c2ccccc12 (stereo unspecified)	2.9	.	.	.	10.8	3.7	2.1	3.0	-12.7	.
Cc1ccc(S(=O)(=O)N2CCC(C)CC2)cc1C(=O)NCCN1CCOCC1	1.6	-4.7	-0.1	5.0	-0.3	-5.9	3.9	4.4	7.8	0.1
CCCCSc1nc(N)c(NC(=O)c2ccco2)c(=O)[nH]1	1.9	-2.7	1.0	8.3	-3.3	1.7	6.5	1.8	-2.2	0.4
CC1=Nn2c(nnc2-c2ccccc2F)SC1	-2.5	0.7	0.8	6.5	4.4	3.6	-1.6	8.4	-0.9	-5.1
COc1cc(OC)cc(-c2n[nH]c(=S)n2-c2ccc3c(c2)OCO3)c1	-3.1	1.0	0.0	-0.8	-5.2	4.5	1.7	-14.8	1.7	-1.5
Cc1cc(C)c(NN=c2c(=O)c3ccccc3c2=O)c(C)c1	7.3	0.5	-1.8	5.6	-2.9	0.6	0.1	-1.1	-6.2	-6.9
CCOc1ccc(NS(=O)(=O)c2ccc(C(=O)NCC3(N(C)C)CCCCC3)cc2)cc1	-1.7	-1.1	-2.1	-0.1	-4.7	0.5	7.0	-1.5	-0.2	-6.3
COc1cc(SC)ccc1C(=O)Nc1ccc(S(=O)(=O)N2CCCC2)cc1	1.3	-2.9	1.7	6.9	0.9	1.4	57.2*	23.2	-1.4	-3.4
CC1(C(=O)NS(=O)(=O)c2ccc(C#N)cc2)CCN1C(=O)c1cccc(F)c1 (stereo unspecified)	-3.2	.	-0.6	1.0	1.6	2.6	1.6	-2.4	-1.5	10.6
CCCCCCCCN1C(=O)[C@H](CC(=O)N2CCCCC2)C[C@@]2(C(=O)OC)CCCCC=C12	-4.6	.	-4.3	-14.9	6.7	4.8	0.1	-3.7	4.2	-4.9
COc1ccc(C(=O)NCC(=O)N=Nc2c(O)n(Cc3ccccc3)c3ccccc23)cc1OC	-0.6	-27.2	-2.5	3.8	28.7	5.2	-1.3	21.1	0.3	6.9
CCN(CC)C(=O)COc1ccc(/C=N/NC(=O)c2cc(-c3ccccc3OC)nc3ccccc23)cc1OC	-5.0	-10.9	-0.8	4.9	3.9	11.8	5.5	16.9	-43.4	-12.8
N#CC12C(N)=NC3(OCCO3)C1(C#N)C1=C(CCC1)NC2c1ccccc1 (stereo unspecified)	-0.2	4.1	-1.0	10.2	-0.8	2.2	2.1	0.2	10.4	5.7
O=C(NCC1CCCCC1)c1cccnc1	4.2	4.3	2.2	6.2	4.5	-6.0	-1.0	-0.9	-0.5	6.7
O=C(CN(Cc1ccccc1)S(=O)(=O)c1ccc(S(=O)(=O)N2CCOCC2)cc1)Nc1ccccc1	-1.0	2.1	1.2	14.9	4.8	-2.7	-2.1	2.4	10.2	17.6
COC(=O)c1c(NC(=O)CCCC(=O)O)sc2c1CCCCC2	-5.2	-17.8	1.4	0.0	2.0	12.1	-2.1	-2.6	3.6	-12.6
CC1(C)C=Cc2c(c3ccccc3[nH]c2=O)O1	-1.4	5.0	0.1	6.7	6.2	-0.9	2.4	2.0	-0.9	6.8
CN1C(=O)C2C3c4ccccc4C(c4ccccc43)[C@@H]2C1=O (stereo partly specified)	2.1	5.2	-3.2	13.3	-3.2	-4.3	-6.2	-17.0	-3.4	10.4
CCOC1CCc2c(C)nc(N)nc2S1 (stereo unspecified)	-2.3	5.9	-1.6	4.8	-2.8	0.9	-6.5	-3.1	-2.5	2.2
COc1ccccc1NCC(O)Cn1c2ccccc2c2ccccc21 (stereo unspecified)	-2.9	8.5	-0.5	-2.9	-6.2	3.2	-2.9	1.8	3.5	12.2
Clc1cc(Cl)cc(CNC2CCC23CCCCC3)c1 (stereo unspecified)	.	.	.	.	-7.4	.	-5.8	-0.1	-1.3	.
CC(=O)Oc1cccc(-c2nc3ccccc3c(=O)o2)c1	-1.2	-7.7	1.4	12.8	-6.6	4.1	-2.0	-1.4	6.0	-4.3
O=S(=O)(Nc1cccc(CCc2ccccn2)c1)c1ccc(Cl)cc1	-8.6	-16.1	0.5	1.7	-1.6	-0.2	-4.0	-3.4	0.4	-3.0
Cc1ccccc1OCCC(=O)OCC(=O)NC1CCS(=O)(=O)C1 (stereo unspecified)	-1.8	2.2	-1.4	-2.2	2.6	-2.4	-4.7	2.1	1.3	15.6
CNC(=O)c1cccc(NC(=O)c2cc(-c3ccccc3)nc3c2cnn3C(C)C)c1	-2.8	-85.6	-1.8	21.0	12.8	6.8	-1.0	6.7	-131.9	10.6
Cc1ccc(C(C)C)c(OCCCn2ccnc2C)c1	-1.1	5.6	-1.9	-1.5	-0.6	-6.1	2.4	-7.5	17.6	-5.2
Cc1ccc(CNC(=O)CN2C(=O)COc3ccc(S(=O)(=O)N4CCC(C)CC4)cc32)o1	3.6	-0.6	-1.6	-3.5	3.6	-1.1	-4.1	-2.1	1.2	8.1
O=C1NC[C@@H](CCCCN2C[C@H](Cc3ccc(O)cc3)N(CCc3ccccc3)C(=O)C2=O)N(CCc2ccc(O)cc2)C1=O	-3.6	.	-0.2	6.1	2.2	1.8	5.6	1.7	1.9	-2.2
O=C(CSc1n[nH]c(-c2ccccc2Br)n1)NCCN1C(=O)CSC1=O	0.8	1.1	-2.4	12.3	-2.8	1.0	-2.4	3.0	-0.6	4.6
COc1ccccc1/C=N/NC(=O)CC(=O)NCc1ccccc1	-3.4	0.5	-1.5	-0.6	0.3	-3.9	1.9	-1.8	-8.0	11.5
Cc1c(C)n(CC(O)CN2CCCCC2)c2ccccc12 (stereo unspecified)	-2.4	3.7	-0.8	3.7	.	-4.8	.	.	19.5	-1.8
S=C(NCc1ccncc1)Nc1ccc(Br)cc1	-2.3	1.3	1.0	1.3	6.1	2.8	1.6	-0.2	-1.2	-4.7
Cc1ccc(CNC(=O)O[C@H]2CC[C@@]34CCCN3C(=O)CCC[C@H]4[C@H]2C)o1	.	.	.	.	-6.0	.	-2.0	0.0	-0.8	.
COC(=O)CSc1nnc(CNC(=O)c2cc(OC)cc(OC)c2)n1-c1ccc(F)cc1	1.6	4.6	0.1	-8.5	-1.3	-6.8	5.2	-0.7	-3.1	-4.8
COC(=O)C1=C(CS(=O)(=O)c2cc(OC)ccc2OC)NC(=O)NC1c1ccc(O)c(OC)c1 (stereo unspecified)	0.2	3.1	1.4	-12.9	1.8	1.2	0.7	-1.2	3.0	1.9
Cc1ccc2[nH]c3c(c2c1)CCN(C)C3	-2.6	-2.7	-0.1	-2.7	0.4	2.8	-5.3	-0.2	7.8	0.7
O=C(CN1C(=O)NC2(CCCCC2)C1=O)Nc1cccc(Cl)c1Cl	-2.2	1.5	-0.7	5.1	4.4	0.6	-2.9	3.5	7.6	-11.2
Cc1ccc(C(O)c2ncc(-c3ccc(C(F)(F)F)cc3)[nH]2)cc1F (stereo unspecified)	-4.7	.	-0.6	-18.7	3.5	0.9	5.6	-2.3	-18.2	9.7

Reprinted at random: three records from the list
SMILES	SMARCA2 act	HTRA1 inhibitor	PG9 binder	ASAP1 inh	NPR2 activator	rCAG RNA binder	Rev-erbA mod	NPR1 activator	mABHD4 FP	ARFGAP1 inhibitor
O=C1NC[C@@H](CCCCN2C[C@H](Cc3ccc(O)cc3)N(CCc3ccccc3)C(=O)C2=O)N(CCc2ccc(O)cc2)C1=O	-3.6	.	-0.2	6.1	2.2	1.8	5.6	1.7	1.9	-2.2
COC(=O)C1=C(CS(=O)(=O)c2cc(OC)ccc2OC)NC(=O)NC1c1ccc(O)c(OC)c1 (stereo unspecified)	0.2	3.1	1.4	-12.9	1.8	1.2	0.7	-1.2	3.0	1.9
Cc1ccc(CNC(=O)O[C@H]2CC[C@@]34CCCN3C(=O)CCC[C@H]4[C@H]2C)o1	.	.	.	.	-6.0	.	-2.0	0.0	-0.8	.

Continuation:
SMILES	SMARCA2 act	HTRA1 inhibitor	PG9 binder	ASAP1 inh	NPR2 activator	rCAG RNA binder	Rev-erbA mod	NPR1 activator	mABHD4 FP	ARFGAP1 inhibitor
CCn1cc(C(=O)N2CCCC2)c(=O)c2cc(S(=O)(=O)N3CCC(C)CC3)ccc21	-1.7	-0.1	-1.6	4.9	7.8	-6.0	2.3	4.5	1.4	5.3
CC(=O)NCCSCCNC(C)=O	3.4	-3.0	1.4	11.2	4.2	3.4	1.2	1.8	-1.0	1.7
O=C(NCCc1ccccc1)C1CCN(C(=O)N2CCOc3ccccc32)CC1	-1.1	-4.2	-1.7	-0.6	2.0	-1.3	-3.8	-1.6	-0.6	1.1
CCOc1cc(C(=O)NN=C2CCCC2)cc(OCC)c1OCC	-2.3	-5.5	-0.1	-1.1	3.4	-5.1	-7.7	5.9	-1.2	9.2

Bioassay records from PubChem BioAssay.
